LANA DNA inh = inhibitors of KSHV LANA C-terminal domain DNA binding | 340,000 compounds, 0.078% hits | AID 504423 | inhibition, % at 9 µM | MBP-C-LANA/FAM-LBS DNA binding, fluorescence polarization;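 active means highest replicate inhibition at or above 60% at 9 µM, even if other replicates fall short; inactive means all replicates below 60% inhibition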;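 further: 0% = neutral control wells and 100% = 4 µM acridine orange control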
PvdQ inh = P. aeruginosa PvdQ acylase inhibition; AID 488965; inhibition, % at 10 µM; 340,000 compounds, 0.063% hits; purified PvdQ acylase, fluorescence plate reader; in the data active means inhibition above about 30%, passing the limit was not always enough; inconclusive means no clear call, values can overlap the other calls;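 further: 0% = vehicle neutral wells and 100% = reference inhibitor wells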
dFosB act = activators of mouse delta FosB homodimer; AID 493131; purified delta FosB, TAMRA-CDK5 oligo fluorescence polarization; percent of positive-control signal above neutral wells; activation, % at 25 µM; 340,000 compounds, 0.99% hits; P13346;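 active means mean activation above about 17%, with every replicate also reaching it, limit read from the data, passing the limit was not always enough; inconclusive means only one of the two conditions met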;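 further: fluorescence polarization rise as delta FosB binds a TAMRA Cdk5 AP-1 oligo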
PfHsp90 set2 = reduces growth (ATP signal) of yeast expressing P. falciparum Hsp90; S. cerevisiae expressing PfHsp90, BacTiter-Glo ATP, 48 h; yeast lacking PDR1 and PDR3 efflux regulators; inhibition, % at 9.4 µM; 310,000 compounds, 0.32% hits; AID 504621;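 active means every replicate shows inhibition above about 80%, whatever the replicate mean, limit read from the data; inconclusive means mean inhibition reaches the set limit but some replicate falls short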;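 further: 0% = DMSO neutral controls and 100% = 20 µM radicicol positive controls; yeast relying on Plasmodium falciparum Hsp90 in place of its own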
Keap1-Nrf2 PPI = inhibitors of human Keap1-Nrf2 protein-protein interaction; 340,000 compounds, 0.15% hits; Keap1 Kelch-Nrf2 peptide fluorescence polarization, 1536-well; inhibition, % at 9.4 µM; AID 504523; in the data active means inhibition above about 12%; inconclusive means no clear call, values can overlap the other calls; inactive means below about 7.3%;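 further: human Keap1 Kelch domain with fluorescein labeled Nrf2 9mer peptide probe; 0% = neutral control wells and 100% = peptide positive control; higher means more block of Keap1 binding to Nrf2 peptide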
SUMO Mot1 rescue = SUMOylation pathway inhibition by Mot1-301 growth rescue | 320,000 compounds, 1% hits | growth rescue, % at 18.8 µM | S. cerevisiae Mot1-301 growth rescue, ATP luminescence, 38.5C; percent above DMSO median, 100 means doubled | AID 2716;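 active means every valid replicate shows activation above 250% relative to neutral control wells; inactive means the rest, any valid replicate at or below 250%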;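 further: OY570 slx delta 5 strain wells were the positive control but not used for scaling; some compounds called inactive have numbers as strong as hits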
NSD2 inh = NSD2 (human) methyltransferase inhibition; O96028; NSD2 peptide methylation, AlphaScreen, 120 min; inhibition, % at 12.5 µM; 310,000 compounds, 0.54% hits; AID 743445; in the data active means inhibition above about 50%
Target sequence (O96028 whole entry, looked up): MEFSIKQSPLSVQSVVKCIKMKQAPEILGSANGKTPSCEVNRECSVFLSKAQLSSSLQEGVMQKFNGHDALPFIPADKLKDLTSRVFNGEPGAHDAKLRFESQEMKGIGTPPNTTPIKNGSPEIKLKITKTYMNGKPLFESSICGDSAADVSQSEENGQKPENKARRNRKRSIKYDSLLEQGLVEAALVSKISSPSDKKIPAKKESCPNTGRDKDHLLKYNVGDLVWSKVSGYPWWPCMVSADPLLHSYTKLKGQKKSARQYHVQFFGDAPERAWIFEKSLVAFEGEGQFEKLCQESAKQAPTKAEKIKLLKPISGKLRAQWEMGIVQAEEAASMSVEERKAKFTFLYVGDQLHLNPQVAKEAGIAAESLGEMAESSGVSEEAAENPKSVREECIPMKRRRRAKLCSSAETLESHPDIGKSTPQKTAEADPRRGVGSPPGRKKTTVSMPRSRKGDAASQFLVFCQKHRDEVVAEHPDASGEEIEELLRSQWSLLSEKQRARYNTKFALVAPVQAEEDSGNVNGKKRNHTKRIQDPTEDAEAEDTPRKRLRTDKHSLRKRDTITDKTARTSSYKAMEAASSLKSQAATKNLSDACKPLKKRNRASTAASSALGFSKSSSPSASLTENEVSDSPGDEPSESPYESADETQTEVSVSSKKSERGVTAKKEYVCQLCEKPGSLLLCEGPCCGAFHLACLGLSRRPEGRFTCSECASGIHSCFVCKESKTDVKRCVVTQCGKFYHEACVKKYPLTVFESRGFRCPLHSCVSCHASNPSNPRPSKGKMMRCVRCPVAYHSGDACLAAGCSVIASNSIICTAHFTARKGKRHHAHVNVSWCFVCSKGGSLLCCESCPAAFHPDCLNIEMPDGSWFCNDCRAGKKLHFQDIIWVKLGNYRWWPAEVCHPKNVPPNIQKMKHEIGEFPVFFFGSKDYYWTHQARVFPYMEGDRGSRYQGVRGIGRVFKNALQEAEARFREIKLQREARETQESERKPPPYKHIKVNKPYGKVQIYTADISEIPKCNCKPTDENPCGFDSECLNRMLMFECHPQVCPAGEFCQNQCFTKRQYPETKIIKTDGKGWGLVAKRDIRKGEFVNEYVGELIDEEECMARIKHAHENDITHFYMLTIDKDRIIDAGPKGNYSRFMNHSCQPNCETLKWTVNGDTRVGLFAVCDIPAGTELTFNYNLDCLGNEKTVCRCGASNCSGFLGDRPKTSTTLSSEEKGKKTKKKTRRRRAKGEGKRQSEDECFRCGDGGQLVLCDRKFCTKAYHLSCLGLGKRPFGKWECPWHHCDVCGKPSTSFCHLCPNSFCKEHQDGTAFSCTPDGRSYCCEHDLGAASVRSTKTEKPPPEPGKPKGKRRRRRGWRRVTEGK
CDK5 p35 inh = inhibitors of human CDK5/p35 kinase; Q00535+Q15078; Recombinant CDK5/p35, ADP-Glo luminescence, 60 min; inhibition, % at 10 µM; 330,000 compounds, 0.01% hits; AID 488839;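 active means highest replicate inhibition of at least 50% and at least 75% of replicates reaching 50%; inconclusive means only one of the two criteria met; inactive means both criteria failed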;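 further: plate controls were DMSO neutral control for no effect and GW8510 at 10 µM for full effect; many of its hits are not listed in these tables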
RTF Ca sens act = cardiac RTF calcium sensitization | P19429+P45379 | 340,000 compounds, 0.24% hits | IANBD-labeled TnC RTF fluorescence at EC20 calcium; 0% EC20 calcium, 100% full calcium | activation, % at 7.2 µM;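 active means activation above the mean over all tested compounds plus 3 SD, cut at about 30% in these data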;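 further: rise in fluorescence read as greater calcium sensitivity of cardiac thin filaments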
Rtt109 HAT inh = inhibitors of Candida albicans Rtt109/Vps75 histone acetyltransferase. Q5AAJ8. AID 540336. purified Rtt109/Vps75, ThioGlo CoA-SH fluorescence, 4 h. inhibition, % at 34.9 µM. 330,000 compounds, 0.16% hits;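 active means inhibition of at least 50% in every replicate; inconclusive means best replicate reaches 50% inhibition but some replicates fall short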
RTF Ca sens inh = cardiac RTF calcium desensitization | IANBD-labeled cardiac RTF, Ca2+ fluorescence | AID 493244 | P19429+P45379 | inhibition, % at 7.15 µM | 340,000 compounds, 0.12% hits;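 active means inhibition above the mean inhibition of all tested compounds plus 3 SD, cut at about 17% in these data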;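 further: assay run at fixed EC70 calcium of 1.6 mM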
The depositor's hits bear a star; u = inconclusive; x = not tested or not shown.

#1 Cn1c(Cc2ccccc2)nnc1SCC(=O)N1CCN(c2ccccc2)CC1
#2 CN1CCN(CCCNC(=O)c2cc3c(=O)n(C)c4ccccc4c3s2)CC1
#3 O=Nc1c(O)n(Cc2c(Cl)cccc2Cl)c2ccccc12
#4 CCOC(=O)[C@@H]1[C@H]2COc3ccccc3[C@@H]2N2C(=O)N(c3ccc(C)cc3)C(=O)[C@]12C
#5 [O-][n+]1c2ccccc2c2n1CCCN=C2c1ccc(Cl)cc1

Compound	1	2	3	4	5
Rtt109 HAT inh	x	8	1	-4	-8
SUMO Mot1 rescue	x	-38	-13	-7	-18
PfHsp90 set2	-7	4	-7	18	x
RTF Ca sens act	-1	0	-3	-6	-2
dFosB act	-5	-10	14	2	3
CDK5 p35 inh	-0.5	0.2	0.1	-1.6	-0.2
PvdQ inh	-14	-4	16	-1	-1
LANA DNA inh	-1.1	-3.6	0.5	0.5	0.5
NSD2 inh	0	x	1	x	x
RTF Ca sens inh	-3	0	5	-10	10
Keap1-Nrf2 PPI	2	-2	-1	-1	-2

#6 O=C(Nc1ccc2c(c1)CCC2)Nc1ccccc1F
#7 CCCCCC(=O)NC(=S)Nc1ccc2oc(=O)ccc2c1
#8 CCn1c(SCC(=O)Nc2nc(C)c(C)s2)nnc1-c1cccnc1
#9 C/C(CC(=O)Nc1ccc(Cl)cn1)=N\NC(=O)Cc1cccs1
#10 COc1ccc(C(=O)Nc2nc(-c3cccs3)cs2)cc1

Compound	6	7	8	9	10
Rtt109 HAT inh	-6	-9	4	-4	-6
SUMO Mot1 rescue	-14	-5	-21	-4	0
PfHsp90 set2	7	16	x	-1	x
RTF Ca sens act	-5	1	2	5	0
dFosB act	12	-17	-6	-4	3
CDK5 p35 inh	-0.4	-0.2	-0.5	0.2	1.4
PvdQ inh	11	-7	3	-14	-3
LANA DNA inh	0.1	-0.4	-0.9	0.8	1.0
NSD2 inh	2	2	32	-2	0
RTF Ca sens inh	-2	2	3	2	-9
Keap1-Nrf2 PPI	-1	0	-1	-5	-7

#11 Cc1cc2oc(=O)sc2cc1NS(=O)(=O)c1cccc2cccnc12
#12 COc1ccc(CC2(CO)CCN(CC3=CC[C@H]4C[C@@H]3C4(C)C)CC2)cc1
#13 CCCCN(CC(=O)NCc1ccc(Cl)cc1)S(=O)(=O)c1ccc2c(c1)OCCO2
#14 O=C(N/N=C/C1CCCCC1)c1cc(Cl)ccc1O
#15 c1ccc2[nH]c(CCCCc3nc4ccccc4[nH]3)nc2c1

Compound	11	12	13	14	15
Rtt109 HAT inh	16	5	-5	-6	4
SUMO Mot1 rescue	4	x	-10	-1	66
PfHsp90 set2	-23	9	12	-17	10
RTF Ca sens act	-1	1	9	-1	-2
dFosB act	-7	6	-4	0	0
CDK5 p35 inh	2.4	-0.2	-1.0	-3.7	2.1
PvdQ inh	-17	-1	-3	-13	13
LANA DNA inh	1.7	2.5	0.0	-1.4	-1.2
NSD2 inh	5	19	-3	x	8
RTF Ca sens inh	-8	9	-6	-3	-2
Keap1-Nrf2 PPI	-1	1	-2	-5	-3

#16 C/C(=N\Nc1ccc(C(F)(F)F)cn1)c1ccc(S(=O)(=O)NCc2ccco2)cc1
#17 CC(C)CC(=O)NC(NCC1CCCO1)C(Cl)(Cl)Cl (centres undefined)
#18 NC(=O)c1ccc(C2SCC(=O)N2Cc2ccccc2)cc1 (centres undefined)
#19 Cc1cc2c(cc1C)CSC(c1ccccc1OC(=O)C(C)C)SC2
#20 CCC(C)(C)NC(=O)C(c1cccn1C)N(Cc1ccc(OC)cc1)C(=O)Cn1nnc2ccccc21 (centres undefined)

Compound	16	17	18	19	20
Rtt109 HAT inh	21	12	0	2	-1
SUMO Mot1 rescue	-10	x	-9	0	11
PfHsp90 set2	20	-26	11	-9	-11
RTF Ca sens act	-3	-2	3	5	5
dFosB act	-7	9	3	u	3
CDK5 p35 inh	-0.1	-0.8	0.8	1.2	-0.3
PvdQ inh	22	2	-10	-12	-12
LANA DNA inh	-1.4	-1.8	-2.0	1.3	0.9
NSD2 inh	-1	-2	0	-1	-1
RTF Ca sens inh	-5	-13	-4	-6	-7
Keap1-Nrf2 PPI	-3	3	5	0	0

#21 CC1CCc2c(sc(NC(=O)CSc3ncnc4c3cnn4-c3ccccc3Cl)c2C#N)C1 (centres undefined)
#22 CCN(CC)c1ccc(NC(=O)c2ccccc2Br)cc1S(=O)(=O)Nc1ccccc1OC
#23 COCCN1C(=O)C(CC(=O)Nc2ccccc2)SC1=Nc1ccc(OC)cc1 (centres undefined)
#24 O=C(NCc1ccccc1CN1CCOCC1)c1ccc(-n2cccn2)cc1
#25 CCC(C(=O)Nc1cccc(C(=O)O)c1)c1ccccc1 (centres undefined)

Compound	21	22	23	24	25
Rtt109 HAT inh	-1	-1	-15	3	2
SUMO Mot1 rescue	74	-9	214	-5	13
PfHsp90 set2	x	-30	-37	11	-7
RTF Ca sens act	12	8	0	1	1
dFosB act	-10	-3	-4	-4	6
CDK5 p35 inh	-0.1	0.8	0.2	-0.3	1.4
PvdQ inh	-15	-10	-14	2	-2
LANA DNA inh	0.3	0.4	-0.4	0.1	0.0
NSD2 inh	-4	-2	-4	1	0
RTF Ca sens inh	2	-36	-2	-8	-3
Keap1-Nrf2 PPI	-8	3	1	-4	-1

#26 Cc1ccc(C)c(N(C(=O)CCC(=O)Nc2cc(C)on2)C(C(=O)NC2CCCC2)c2ccco2)c1 (centres undefined)
#27 C[C@H]1CN([C@@H](C)CO)C(=O)c2cccc(NC(=O)C3CC3)c2O[C@H]1CN(C)S(=O)(=O)c1cccs1
#28 Cc1ccc2nc(N3C(=O)C(O)=C(C(=O)c4ccco4)C3c3cccc(O)c3)sc2c1 (centres undefined)
#29 O=S(=O)(Nc1ccc2c(c1)nc1n2CCN(Cc2ccccc2)C1)c1ccc(F)cc1
#30 O=C(O)C(c1ccccc1)C1(O)CCC1 (centres undefined)

Compound	26	27	28	29	30
Rtt109 HAT inh	-5	2	u	5	4
SUMO Mot1 rescue	x	21	9	10	x
PfHsp90 set2	42	-31	-12	x	22
RTF Ca sens act	12	1	-5	1	-6
dFosB act	-8	-18	-17	-1	-6
CDK5 p35 inh	1.6	-0.7	-0.5	0.2	-0.6
PvdQ inh	-13	-14	-15	-5	14
LANA DNA inh	-1.1	0.4	-0.6	0.1	1.0
NSD2 inh	-42	x	12	-1	-2
RTF Ca sens inh	-6	-9	-5	-1	0
Keap1-Nrf2 PPI	-3	-5	0	-4	-4

#31 CCSc1nnc(NC(=O)c2csc(C)c2)s1
#32 O=C(c1ccccc1)c1coc2ccc(O)c(CN3CCOCC3)c12
#33 COCCNC(=O)/C(C#N)=C/c1c(N2CCCCCC2)nc2c(C)cccn2c1=O
#34 COc1ccc(CNC(=O)C2CCN(S(=O)(=O)c3c(C)n[nH]c3C)CC2)cc1
#35 O=C(C[n+]1ccn(-c2ccccc2)c1)c1ccc([N+](=O)[O-])cc1

Compound	31	32	33	34	35
Rtt109 HAT inh	-7	-5	-5	5	-5
SUMO Mot1 rescue	-10	136	-6	-12	24
PfHsp90 set2	-6	-14	-15	-4	1
RTF Ca sens act	3	8	3	-7	-2
dFosB act	7	-10	-14	0	-1
CDK5 p35 inh	0.6	1.3	0.8	-0.8	0.0
PvdQ inh	-9	-8	-10	5	-1
LANA DNA inh	1.1	-0.2	-0.7	-2.3	-12
NSD2 inh	-1	-4	5	x	0
RTF Ca sens inh	2	-1	0	-6	3
Keap1-Nrf2 PPI	-3	-2	-4	-4	1

#36 O=[N+]([O-])c1ccc(CSc2nnc(Cc3ccccc3)o2)cc1
#37 Cc1ccc(NC(=O)CSc2nnc(CNC(=O)c3ccco3)o2)cc1
#38 Cc1ccc(C2CC(c3ccccc3)=NN2c2ccccc2)o1 (centres undefined)
#39 O=[N+]([O-])c1ccc2nc[nH]c2c1
#40 CC1CC(C)CN(S(=O)(=O)c2ccc(NC(=S)NC(=O)c3ccccc3)cc2)C1 (centres undefined)

Compound	36	37	38	39	40
Rtt109 HAT inh	6	-21	11	-5	-1
SUMO Mot1 rescue	99	65	-15	x	2
PfHsp90 set2	16	-9	-14	7	1
RTF Ca sens act	-4	-4	-6	-6	-7
dFosB act	-4	4	0	-1	-7
CDK5 p35 inh	0.0	-4.1	1.0	-0.8	1.3
PvdQ inh	-7	-23	-41	10	-17
LANA DNA inh	-0.8	-1.0	-1.1	-0.3	0.4
NSD2 inh	-1	-1	21	9	0
RTF Ca sens inh	8	-2	5	-5	-7
Keap1-Nrf2 PPI	1	-7	-6	-3	-2

Record cards, from the list above. Screens in order: Rtt109 HAT inh, SUMO Mot1 rescue, PfHsp90 set2, RTF Ca sens act, dFosB act, CDK5 p35 inh, PvdQ inh, LANA DNA inh, NSD2 inh, RTF Ca sens inh, Keap1-Nrf2 PPI
`CC1CC(C)CN(S(=O)(=O)c2ccc(NC(=S)NC(=O)c3ccccc3)cc2)C1` (centres undefined) is listed with -1, 2, 1, -7, -7, 1.3, -17, 0.4, 0, -7, -2
`Cc1ccc(C2CC(c3ccccc3)=NN2c2ccccc2)o1` (centres undefined) is listed with 11, -15, -14, -6, 0, 1.0, -41, -1.1, 21, 5, -6
`Cc1ccc(NC(=O)CSc2nnc(CNC(=O)c3ccco3)o2)cc1` is listed with -21, 65, -9, -4, 4, -4.1, -23, -1.0, -1, -2, -7
`O=[N+]([O-])c1ccc2nc[nH]c2c1` is listed with -5, x, 7, -6, -1, -0.8, 10, -0.3, 9, -5, -3

(more compounds)
#41 COCCn1c(-c2ccc(OC)cc2)c(-c2ccc(OC)cc2)oc1=O
#42 CCC(=O)NC(NC(=S)Nc1ccccc1Br)C(Cl)(Cl)Cl (centres undefined)
#43 COc1ccc(CNC(=O)CSc2ncn[nH]2)cc1OC
#44 COc1ccc(N2C(=O)CC(Nc3ccc(F)cc3)C2=O)c([N+](=O)[O-])c1 (centres undefined)

Compound	41	42	43	44
Rtt109 HAT inh	1	-4	12	0
SUMO Mot1 rescue	-5	-11	8	13
PfHsp90 set2	-6	1	-6	-10
RTF Ca sens act	-3	6	1	-2
dFosB act	-8	13	0	-2
CDK5 p35 inh	0.7	-3.2	1.8	-0.6
PvdQ inh	-10	-13	5	4
LANA DNA inh	-0.5	1.0	-1.8	-0.6
NSD2 inh	1	x	-6	0
RTF Ca sens inh	-4	-4	-4	-5
Keap1-Nrf2 PPI	0	4	7	-2

Screens: PubChem, several laboratories
